Pf apPOL block – Pf-apPOL inhibitors, biochemical, fluorescence. Recombinant Pf-apPOL, molecular beacon fluorescence, 1.5 h. Plasmodium falciparum apicoplast DNA polymerase (apPOL). inhibition, % at 10 µM. actives 0.25% (n = 210,000)
mHTT CaM bind – mutant huntingtin-calmodulin interaction inhibitors – biochemical, AlphaScreen, primary screen | P42858 | AlphaScreen His-mHTT/GST-CaM binding, luminescence | inhibition, % at 15 µM | actives 3.6% (n = 190,000);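 further: 0% = both proteins with DMSO and 100% = one protein alone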
* marks the source's active call; other numbers are inactive results; . = no result given; & = joins results of further samples. No stated cut-off is given here; in the data, active means inhibition above about 50%; inactive means the rest. These rows are one share of the data; count on the stated rates, not on these rows.

SMILES	Pf apPOL block	mHTT CaM bind
Cn1c(SCC(=O)c2ccc([N+](=O)[O-])cc2)nnc1-c1ccc(N)cc1	0	12
CC(=O)OCC1OC(Oc2ccc(C(C)=O)cc2)C(OC(C)=O)C(OC(C)=O)C1OC(C)=O (configuration not stated)	-4	5
O=C1NC(=Nc2ccccc2)S/C1=C\c1ccc(-c2cccc(C(=O)O)c2)o1	3	6
Cc1cccc(OCC(=O)N2CCCC(COc3ccc(C(=O)N4CCCC4)cc3)C2)c1 (configuration not stated)	41	16
O=S1(=O)CC(N2CCN(CCO)CC2)CN1C1CCCC1 (configuration not stated)	-3	11
O=C(NCc1cccs1)c1cc2n(n1)CCCN(Cc1ccc(F)cc1)C2=O	2	5
O=C(CN(c1cccc([N+](=O)[O-])c1)S(=O)(=O)c1ccccc1)NCc1ccco1	-62	7
Cc1ccc2oc(-c3noc(C(=O)NCc4ccc(F)cc4)n3)c(C)c2c1	0	-11
Cc1c(C(=O)Nc2ccc(F)c(F)c2)cccc1[N+](=O)[O-]	-4	0
COc1cc([N+](=O)[O-])ccc1NC(=O)C1CC(Cl)=CCC1C(=O)O (configuration not stated)	1	2

Overlap with the part before: four compounds, then new ones.
SMILES	Pf apPOL block	mHTT CaM bind
O=C(CN(c1cccc([N+](=O)[O-])c1)S(=O)(=O)c1ccccc1)NCc1ccco1	-62	7
Cc1ccc2oc(-c3noc(C(=O)NCc4ccc(F)cc4)n3)c(C)c2c1	0	-11
Cc1c(C(=O)Nc2ccc(F)c(F)c2)cccc1[N+](=O)[O-]	-4	0
COc1cc([N+](=O)[O-])ccc1NC(=O)C1CC(Cl)=CCC1C(=O)O (configuration not stated)	1	2
Cc1c(C(=O)NC2CCCC2)oc2ccc(S(=O)(=O)N3CCOCC3)cc12	-13	5
O=S(=O)(NCCCCCc1nc2ccccc2[nH]1)c1cccc2nsnc12	-4	5
CCCCN1N=C(C(=O)N2CCCCCC2)S(=O)(=O)c2ccc(C)cc21	-4	-4
COc1ccc(C)cc1N1CCN(S(=O)(=O)c2ccccc2)C(C)C1=O (configuration not stated)	-3	-9
Cc1c(C(=O)Nc2ccc(Cl)cc2)c(Cl)nc(Cl)c1[N+](=O)[O-]	-3	5
COCOCCn1cc(CN2CCS(=O)(=O)N(Cc3ccc(-c4ccncc4)cc3)C(CC(C)C)C2=O)nn1 (configuration not stated)	-3	22
C=CCNC(=O)COc1ccc(Cl)cc1Cl	7	-11
CCCC1=NN(C(=O)Cc2ccc([N+](=O)[O-])cc2)C(O)(C(F)(F)F)C1 (configuration not stated)	0	-4
O=S(=O)(c1ccc(Cl)cc1)c1nc(-c2ccccc2)oc1N1CCOCC1	0	23
Cc1cc(NC(=O)CN(c2ccccc2F)S(C)(=O)=O)ccc1Br	-9	8

3 structures already listed, sorted by SMILES length, rising.
SMILES	Pf apPOL block	mHTT CaM bind
C=CCNC(=O)COc1ccc(Cl)cc1Cl	7	-11
O=S(=O)(c1ccc(Cl)cc1)c1nc(-c2ccccc2)oc1N1CCOCC1	0	23
CCCC1=NN(C(=O)Cc2ccc([N+](=O)[O-])cc2)C(O)(C(F)(F)F)C1 (configuration not stated)	0	-4

(next part)
SMILES	Pf apPOL block	mHTT CaM bind
COc1ccccc1CNS(=O)(=O)c1ccc2nc(-c3ccccc3)[nH]c2c1	-6	13
O=C(Nc1ccc(N2CCC(C(=O)NC3CC3)CC2)nc1)c1ccccc1	0	-3
Cc1noc(-c2nn(C)c3c2CN(S(=O)(=O)c2cccs2)CC3)n1	0	-1
COc1ccc(C2C3=C(CCCC3=O)Nc3nc(SC)nn32)c(OC)c1OC (configuration not stated)	2	-6
Clc1ccc(Oc2cc(N3CCOCC3)ncn2)cc1	-10	-5
CN=C1SC(CC(=O)Nc2ccccc2F)C(=O)N1C (configuration not stated)	-13	-4
CC(O)CNC(CC(=O)Nc1ccc(O)cc1)C(=O)O (configuration not stated)	-1&4	-8&-3
CCCN(CCO)CCCc1ccccc1	-2	-3
O=C(Cc1cc(Br)sc1Br)Nc1cccc(C(F)(F)F)c1	4&0	.
Cc1ccccc1-n1nc(C(=O)Nc2ccccc2F)nc1C	-4	-4
Cc1ccc(C(=O)NCCc2nc3cccnc3n2C)s1	-3	-13
COc1cccc(-c2noc(C3CCCN3C(=O)c3ccccn3)n2)c1 (configuration not stated)	-4	-4
O=C(CN1C(=O)CCC1=O)NCC(c1ccc(F)cc1)N1CCOCC1 (configuration not stated)	-1	-2
COc1ccc(-c2cc3nc4c(c(=O)n3[nH]2)CCN(S(=O)(=O)c2ccccc2)C4)cc1	-4	33
COc1ccc(N(CC(=O)Nc2cccc(Br)c2)S(C)(=O)=O)c(OC)c1	-16	32
CCC(=O)N1CCc2cc(N3CC(C(=O)Nc4ccc(C)cc4F)CC3=O)ccc21 (configuration not stated)	-2	-3
O=C(c1ccccc1[N+](=O)[O-])N1CCCCC1	-1	2
Cc1ccc(C2SCC(=O)N2CCN2CCCCC2)cc1 (configuration not stated)	4	-3
CCOC(=O)CCC(=O)N1CCC(Cn2nc(C)cc2C)CC1	-8	-11
COc1ccc(-c2[nH]n(-c3nc4ccccc4s3)c(=O)c2C=NCc2ccco2)cc1	-7	6
CCCC(=O)Nc1ccc(Cl)c(Cl)c1	0	-12
C1CCN(SN2CCCCC2)CC1	.	-5
COc1ccc(-c2nc(C3CN(C(=O)Nc4cccc(F)c4)C3)no2)cc1	1	-7
O=C1OC(c2cc([N+](=O)[O-])ccc2Cl)=N/C1=C\c1cccc(Cl)c1	4	10
O=C(Cc1ccc(F)cc1)NCCOc1ccc(-c2ccco2)nn1	1	0
Cc1cc(C)n(Cc2cc(C)c(Cn3nc(C)cc3C)cc2C)n1	-3&0	-2&4
Cc1ccc(F)c(NC(=O)c2c(O)c3cccnc3n(-c3ccc(F)cc3)c2=O)c1	-1	-4
Cn1nc(-c2nc(-c3ccccc3F)no2)c2c1CCN(C(=O)c1ccoc1)C2	-3	6
O=C(Nc1ccccc1C(=O)NCC1CCCO1)c1ccc(Cl)cc1Cl (configuration not stated)	-3	8
CCc1ccc(OCc2nc(-c3ccc([N+](=O)[O-])cc3)no2)cc1	2	6

Copied from the list:
C1CCN(SN2CCCCC2)CC1 | mHTT CaM bind = -5
Cc1ccc(F)c(NC(=O)c2c(O)c3cccnc3n(-c3ccc(F)cc3)c2=O)c1 | mHTT CaM bind = -4
CCc1ccc(OCc2nc(-c3ccc([N+](=O)[O-])cc3)no2)cc1 | Pf apPOL block = 2
CCCC(=O)Nc1ccc(Cl)c(Cl)c1 | mHTT CaM bind = -12

Next part:
SMILES	Pf apPOL block	mHTT CaM bind
O=C(Nc1ccccc1)N1CCN(Cc2ccc3c(c2)OCO3)CC1	-4	2
O=C1OCCN1C(=O)[C@H]1[C@H](c2ccc(Cl)cc2)C(c2ccc(F)cc2)=NN1c1ccc(Br)cc1	-7	79*
COc1cc2c(cc1OC)C(COc1ccc(F)cc1)N(C(=O)c1ccco1)CC2 (configuration not stated)	0	36
Cc1ccc(C(=O)Nc2ccc(NC(=O)c3cccc(Br)c3)cc2)cc1	-7	-10
Cc1ccc(CNC(=O)N2CCC(CCOc3cccnc3)CC2)cc1	-6	2
Cc1ccc(C(=O)Nc2cc(-c3cccnc3)no2)cc1	2	-12
COc1cccc(C2=NOC(C(=O)Nc3ccccc3SC)C2)c1OC (configuration not stated)	-7	10
COC(=O)[C@H](CC(C)C)N(CCCc1cn(Cc2ccc(C)cc2)nn1)S(=O)(=O)c1ccccc1Br	-5	43
COc1ccccc1CNS(=O)(=O)c1cccc2cccnc12	-7	.
CCOc1ccc(S(=O)(=O)N(CC)Cc2ccccc2)c2cccnc12	-1	27
COc1cc(C2C(C(=O)Nc3cc(C)ccn3)=C(C)NC3=C2C(=O)CCC3)ccc1O (configuration not stated)	4	3
c1ccc(-c2nc(-c3ccc(-n4cccn4)nc3)no2)cc1	0	-3
O=C(CSc1ccc(-c2ccco2)nn1)Nc1cccc([N+](=O)[O-])c1	18	33
Cc1ccc(CCNC(=O)c2cc3n(n2)CCCN(Cc2ccccc2)C3=O)cc1	-5	-4
Cc1cc(-c2ccccc2)nc2cc(C(=O)Nc3ccc(F)cc3F)nn12	-28	1
CC(C)OCCCNC(=O)C1(C)CCC(=O)N1CCc1ccccc1 (configuration not stated)	9	0
CC(=O)c1c(C)n(C)c2ccc(O)cc12	-5	-2
CN1CCN(C(=O)c2cc(-c3cccs3)n(CC(=O)NC3=NCCS3)n2)CC1	-1	0
COc1cccc(CNC(=O)C2CCCN(c3cnn(C)c(=O)c3)C2)c1 (configuration not stated)	-2	3
C=CCSc1nc2ccccc2n1C(=O)c1ccc2c(c1)OCO2	1	-18
Cc1[nH]nc2c1C(c1ccoc1)C(C#N)=C(N)O2 (configuration not stated)	.	-2
CCC(=O)c1c(-c2ccccc2)nc2n(C)c3ccccc3n12	-11	38
CCOC(=O)C1=C(N)Oc2c(oc(CO)cc2=O)C1c1ccc(Cl)cc1 (configuration not stated)	-3	15
O=C(Nc1cccc(Cl)c1Cl)c1cnc2n(c1=O)CCS2	-4	-5
O=C(CN1CCOCC1)Nc1ccc(-c2ccc(NC(=O)CN3CCOCC3)cc2)cc1	-5	0
COCCn1c(C2CCN(S(=O)(=O)Cc3ccccc3)C2)nc2cccnc21 (configuration not stated)	-3	-1
NC(=O)C1CCN(C(=O)c2ccccc2F)CC1	-1	-9
CCCC1c2ccc(C)n2CCN1C(=O)NCc1cccc(OC)c1 (configuration not stated)	-5	-1
CCCNC(=O)c1ccc2c(c1)nc(C)n2-c1ccc(CC)cc1	1	12
CCc1ccc(-n2cc(-c3ccc(Cl)cc3)[nH]c2=O)cc1	-7	24
CN1CCN(c2ncncc2N2CCC(C(=O)N3CCCCCC3)CC2)CC1	-2	8
O=C(NC1CCN(Cc2ccccc2)CC1)c1ccccc1	-7&4	1
CCSc1nc2ccccc2n2nnnc12	1	2
Cc1ccccc1-c1nc(Cn2cnc3c(oc4ccccc43)c2=O)c(C)o1	-1	-11
Cc1cc(N2CCC(C(=O)N(C)C3CCN(C)CC3)C2=O)ccc1Cl (configuration not stated)	-1	18
Cc1[nH]n(-c2ccc(Cl)c(C(=O)O)c2)c(=O)c1C=C1C=c2ccccc2=NC1=O	-4	3
N#CC1=C(N)N(c2ccc(Br)cc2)C2=C(C(=O)CCC2)C1c1ccc2c(c1)OCO2 (configuration not stated)	14	4
CC(C)CSC1=NSC2=NC(=O)/C(=C\c3ccc(C(=O)O)cc3)C(=N)N12	-3	1
CCCn1ncc(N2CCC(C(=O)Nc3ccc4c(c3)OCCO4)CC2)cc1=O	-1	8
Cc1cc(C)c(-c2noc(C)n2)c(NC(=O)c2cccc(Cl)c2)n1	2	0

Pulled one by one from the entries so far (7):
SMILES	Pf apPOL block	mHTT CaM bind
N#CC1=C(N)N(c2ccc(Br)cc2)C2=C(C(=O)CCC2)C1c1ccc2c(c1)OCO2 (configuration not stated)	14	4
CC(C)CSC1=NSC2=NC(=O)/C(=C\c3ccc(C(=O)O)cc3)C(=N)N12	-3	1
Cc1[nH]n(-c2ccc(Cl)c(C(=O)O)c2)c(=O)c1C=C1C=c2ccccc2=NC1=O	-4	3
CCCn1ncc(N2CCC(C(=O)Nc3ccc4c(c3)OCCO4)CC2)cc1=O	-1	8
Cc1cc(C)c(-c2noc(C)n2)c(NC(=O)c2cccc(Cl)c2)n1	2	0
CN1CCN(c2ncncc2N2CCC(C(=O)N3CCCCCC3)CC2)CC1	-2	8
Cc1ccccc1-c1nc(Cn2cnc3c(oc4ccccc43)c2=O)c(C)o1	-1	-11

Following part.
SMILES	Pf apPOL block	mHTT CaM bind
CCOc1ccc(N2COc3ccc(F)cc3C2)cc1	2	59*
COc1cc(C(=O)Nc2ccc(N3CCCCC3)cc2)c(Br)c(OC)c1OC	2	16
O=C1N=C(N2CCOCC2)S/C1=C/c1ccc(Cl)cc1	0	14
COc1nc(Nc2ccc(Cl)cc2)nc(OC)n1	-2	5
Cc1ccc(NC(=O)CN(C)S(=O)(=O)c2ccc(Br)s2)c(Cl)c1	-4	-4
Cc1cc(C)n2nc(SCC(=O)NCc3ccccc3Cl)nc2n1	-8	6
O=C(c1ccoc1)N1CCCC2(C1)Nc1cccnc1NC2=NC1CCCC1 (configuration not stated)	-3	0
